Assay outcomes as filed in PubChem.
Rtt109 Vps75: blocks Candida albicans Rtt109/Vps75 acetyltransferase activity | Q5AAJ8 | purified Rtt109/Vps75, ThioGlo CoA-SH fluorescence, 4 h | inhibition, % at 34.9 µM | hit rate 0.16% among 330,000;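 active = inhibition of at least 50% in every replicate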
CDK5 inh: blocks human CDK5/p35 kinase activity. Q00535+Q15078. hit rate 0.01% among 330,000. Recombinant CDK5/p35, ADP-Glo luminescence, 60 min. inhibition, % at 10 µM. AID 488839;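 active = highest replicate inhibition of at least 50% and at least 75% of replicates reaching 50%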;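 also: plate controls were DMSO neutral control for no effect and GW8510 at 10 µM for full effect; many of its hits are not listed in these tables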
MITF TRPM1 HTS: increases MITF-driven TRPM1 promoter luciferase signal. activation, % at 12.5 µM. SK-MEL-5 TRPM1-promoter luciferase, 24 h; % of positive control, neutral wells = 0. hit rate 0.75% among 300,000;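 active = mean activation of at least 80% with every replicate also reaching 80%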;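 also: 0% = neutral control wells and 100% = parthenolide positive control wells; values of inactives mirror those of a sister screen read the other way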
SR-BI uptake up: enhances SR-BI lipid uptake from DiI-HDL; activation, % at 12.5 µM; hit rate 0.096% among 320,000; CHO ldlA[mSR-BI] cells, DiI-HDL uptake fluorescence, 3 h; 100 = double the neutral-control signal;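 active = mean replicate activation of at least 60% and every replicate at or above 60%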;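 also: 0% = median plate neutral-control signal and 100% = twice that signal; values of inactives mirror those of a sister screen read the other way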
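Test system: SR-BI-overexpressing, LDLR-lacking CHO cells. Measured by: DiI fluorescence, bottom read. Medium: Ham's F12 with 0.5% BSA, HEPES 25 mM, pH 7.4. Timing: 3 h uptake period with compound, 37 °C.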
PvdQ inh: P. aeruginosa PvdQ acylase inhibition | purified PvdQ acylase, fluorescence plate reader | inhibition, % at 10 µM | hit rate 0.063% among 340,000 | AID 488965; in the data active = inhibition above about 30%, passing the limit was not always enough;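 also: 0% = vehicle neutral wells and 100% = reference inhibitor wells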
HTR5A ag: activates human HTR5A in OPRM1-OPRD1 agonist counter-screen | AID 504692 | hit rate 0.61% among 340,000 | HTR5A agonist assay, luminescence, cell-based | P47898 | activation, % at 9.3 µM; in the data active = activation mostly above about 9.5%, no sharp cut-off; inactive = mostly below about 7.6%;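 also: 0% = cells with vehicle only and 100% = reference agonist; strong numbers were not always called active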
dFosB act: activators of mouse delta FosB homodimer. hit rate 0.99% among 340,000. purified delta FosB, TAMRA-CDK5 oligo fluorescence polarization; percent of positive-control signal above neutral wells. activation, % at 25 µM;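 active = mean activation above about 17%, with every replicate also reaching it, limit read from the data, passing the limit was not always enough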;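 also: fluorescence polarization rise as delta FosB binds a TAMRA Cdk5 AP-1 oligo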
Target sequence (P13346 whole entry, looked up): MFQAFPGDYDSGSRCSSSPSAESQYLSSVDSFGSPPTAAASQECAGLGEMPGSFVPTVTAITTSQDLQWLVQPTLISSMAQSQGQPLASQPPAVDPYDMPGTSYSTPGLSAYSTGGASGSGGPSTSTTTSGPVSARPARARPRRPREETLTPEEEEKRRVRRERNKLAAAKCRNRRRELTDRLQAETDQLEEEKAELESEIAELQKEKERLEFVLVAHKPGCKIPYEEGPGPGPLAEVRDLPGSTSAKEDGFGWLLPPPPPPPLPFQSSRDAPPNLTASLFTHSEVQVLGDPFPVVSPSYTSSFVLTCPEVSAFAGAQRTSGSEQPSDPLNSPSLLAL
cardiac RTF act: increases calcium sensitivity of human cardiac regulated thin filaments | P19429+P45379 | IANBD-labeled TnC RTF fluorescence at EC20 calcium; 0% EC20 calcium, 100% full calcium | activation, % at 7.2 µM | hit rate 0.24% among 340,000 | AID 493008;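 active = activation above the mean over all tested compounds plus 3 SD, cut at about 30% in these data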;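 also: rise in fluorescence read as greater calcium sensitivity of cardiac thin filaments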
SR-BI HDL uptake: inhibitors of mouse SR-BI mediated HDL lipid uptake | Q61009 | ldlA[mSR-BI] CHO cells, DiI-HDL uptake fluorescence, 3 h | inhibition, % at 12.5 µM | hit rate 0.96% among 320,000 | AID 488896;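 active = mean replicate inhibition of at least 70% and a set share of replicates each scoring 70 or more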;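 also: 0% = median of neutral control wells and 100% = median of positive control wells; values of inactives mirror those of a sister screen read the other way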
Target sequence (Q61009 whole entry, looked up): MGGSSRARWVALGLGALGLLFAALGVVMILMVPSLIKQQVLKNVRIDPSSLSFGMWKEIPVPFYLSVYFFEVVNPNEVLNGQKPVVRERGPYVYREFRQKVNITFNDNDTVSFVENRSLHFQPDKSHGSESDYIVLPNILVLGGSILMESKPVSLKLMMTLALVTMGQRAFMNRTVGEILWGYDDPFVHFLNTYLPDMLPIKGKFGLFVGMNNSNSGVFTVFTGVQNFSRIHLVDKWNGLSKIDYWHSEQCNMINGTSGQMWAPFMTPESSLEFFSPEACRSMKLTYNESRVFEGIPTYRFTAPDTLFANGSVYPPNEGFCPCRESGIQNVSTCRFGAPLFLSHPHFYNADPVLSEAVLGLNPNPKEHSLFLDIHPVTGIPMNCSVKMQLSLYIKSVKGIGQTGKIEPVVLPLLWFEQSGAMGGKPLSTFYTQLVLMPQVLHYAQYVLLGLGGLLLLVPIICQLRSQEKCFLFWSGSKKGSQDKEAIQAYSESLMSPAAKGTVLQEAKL
Wnt bcat act: Wnt/beta-catenin pathway activation; hit rate 1.2% among 300,000; Wnt/beta-catenin reporter cell assay, activator, plate reader; AID 743398; activation, % at 9.35 µM; in the data active = activation above about 30%, passing the limit was not always enough;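 also: 0% = neutral control wells and 100% = positive control wells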
* = called active by the depositor; x = not tested or not shown.

SMILES	Rtt109 Vps75	CDK5 inh	MITF TRPM1 HTS	SR-BI uptake up	PvdQ inh	HTR5A ag	dFosB act	cardiac RTF act	SR-BI HDL uptake	Wnt bcat act
COc1ccc(CN(CC(=O)NCC2CCCO2)C(=O)CCC(=O)Nc2nccs2)cc1 (configuration not stated)	-10	0.4	-3	8	-4	4	-5	-6	-8	-1
O=C(CC1CCCCC1)NCCS(=O)(=O)N1CCN(c2ccccc2)CC1	-1	2.1	-4	-1	-4	-6	-1	8	1	-2
COC(=O)[C@]1(Cc2ccccc2)N[C@H](c2ccc(-c3ccc(OC)cc3)cc2)[C@@H]2C(=O)N(C)C(=O)[C@@H]21	-20	-0.1	-3	-22	-6	6	-1	2	22	-3
O=C(NCCc1ccc(Cl)cc1)C1CCCO1 (configuration not stated)	19	2.2	17	43	19	1	-6	2	-43	2
Cn1c(CSc2ncccn2)nnc1SCC(=O)N1CCCCCC1	3	-2.7	-5	23	3	2	3	-2	-23	-1
CC(C)C(=O)N1CCN(c2ccc(NC(=O)c3cccs3)cc2)CC1	x	0.3	10	-20	-12	-5	-2	-3	20	x
CC(=O)Nc1cc2c(cc1NC(=O)Cn1nnc(-c3ccc(C)o3)n1)OCCO2	5	1.5	-9	23	-3	2	-1	-3	-23	-10
CCOC(=O)CSc1nc2ccc(C)cc2cc1C#N	-6	-9.5	134*	-24	-13	5	-6	7	24	-1
NC(=O)CSc1nc(-c2ccccc2)c(-c2ccccc2)o1	17	-1.3	8	-21	1	-4	-6	-6	21	x
COc1cc(NC(=O)CN(c2cc(C)cc(C)c2)S(=O)(=O)c2c(C)noc2C)cc(OC)c1	2	-0.8	-10	-26	9	1	12	-2	26	-3
c1ccc(CNc2nc3ccccc3n2CCN2CCOCC2)nc1	x	0.8	-10	6	-8	x	-2	3	-6	0
CC(=O)Nc1ccc(OC(=O)c2cc3cc(Br)ccc3oc2=O)cc1	-4	0.3	5	16	-20	5	-2	10	-16	x
O=c1cc(CN2CCN(C/C=C/c3ccccc3)CC2)c2cc(O)c(-c3ccccc3)cc2o1	-8	-0.1	-50	-26	-12	3	65*	-13	26	x
COc1ccc(NC(=O)c2ccc(NC(=O)CSc3nccc(=O)[nH]3)cc2)cc1	-3	0.5	6	-25	-6	2	1	1	25	3
Cc1ccccc1Nc1nc(CSc2nnnn2-c2ccccc2)cs1	5	-0.9	7	6	-5	1	-8	1	-6	x
Cc1csc(NC(=O)CSc2ncnc3c2cnn3-c2ccccc2Cl)n1	6	-1.1	-30	6	7	-6	-11	-7	-6	x
CSCC[C@H](NC(=O)Cc1ccc(Cl)cc1)C(=O)N1CCC2(CC1)NCCc1[nH]cnc12	6	0.3	1	-7	-1	-4	-14	-2	7	-4
CCOCC(=O)NC1CCc2cc(OC)c(OC)c(OC)c2-c2ccc(SC)c(=O)cc21 (configuration not stated)	12	1.5	x	0	15	7	0	-1	0	-8
Cc1nc2ccc(C(=O)O)cc2nc1C	7	-0.4	5	-9	-12	-1	-8	6	9	1
O=C(Nc1nnc(C2CCCCC2)s1)C1CC(=O)N(c2ccc(F)cc2)C1 (configuration not stated)	-19	0.8	0	x	-9	1	-4	-2	x	1
Cc1ccc2nc(SCC(=O)Nc3cccc(S(=O)(=O)N(C)C)c3)[nH]c2c1	3	6.7	-2	-24	-4	5	2	9	24	-2
CC(C)C(NC(=O)c1c(F)cccc1F)C(=O)N1CCN(S(=O)(=O)/C=C/c2ccccc2)CC1 (configuration not stated)	11	-1.9	-1	1	-10	-7	0	-4	-1	0
C/C=N/N(c1ccccc1)c1ccccc1	0	-0.6	-3	2	-15	4	-1	0	-2	-2
COCCCNC(=O)C[C@H]1C[C@H](C(=O)N2CCCCC2)[C@@]2(CCc3ccccc3)c3[nH]c4cc(CCC(=O)N(C)C)ccc4c3CCN2C1=O	4	-0.1	-1	-3	7	2	-10	-5	3	x
O=C(NCCc1ccc(Cl)cc1)C1CCN(C(=O)N2CCOc3ccccc32)CC1	-1	1.2	x	-48	-7	-1	-9	-5	48	-8
O=C(CN1CCN(c2ccc(F)cc2)CC1)Nc1cccc(C(F)(F)F)c1	9	-1.6	-3	17	3	3	-7	-7	-17	x
O=C(Cc1ncc(C(F)(F)F)cc1Cl)NC1CC1	-1	-0.4	-2	18	2	-3	3	-5	-18	-2
COc1ccccc1CNC(=O)COC(=O)c1cc(=O)[nH]c2ccccc12	10	-1.5	-4	3	0	1	4	-3	-3	0
O=C(CN1CCOCC1)NCCNS(=O)(=O)c1ccccc1	-3	-1.4	8	11	-6	1	-3	-3	-11	4
CCC1CCCCN1CCCNC(=O)c1cn(CC)c2ccc(S(=O)(=O)N(C)C3CCCCC3)cc2c1=O (configuration not stated)	8	x	-62	18	-9	1	-6	-2	-18	-1
O=C(c1ccccc1)N(Cc1cccnc1)C1(C(=O)Nc2ccccc2)CCCCC1	5	0.0	10	-6	15	2	-10	-1	6	-2
COc1ccc(N(C)S(=O)(=O)c2cccc(C(=O)Nc3nc(C)c(C(C)=O)s3)c2)cc1	9	-0.8	-1	-42	2	-1	9	2	42	-2
CCCc1cc(=O)n2c(nc3ccccc32)[nH]1	5	0.1	25	11	5	10	-12	6	-11	-3
Cc1csc(SCc2nc3sc4c(c3c(=O)[nH]2)CCC4)n1	1	2.5	14	-13	4	4	-12	-1	13	0
CCC(=O)Nc1nnc(SCC(=O)Nc2ccc3c(c2)OCCO3)s1	-5	-4.6	4	6	-14	6	15	-2	-6	0
Cc1cccc(N(C)S(=O)(=O)c2c(C)noc2C)c1	0	1.3	0	-24	-8	-2	5	-5	24	0
CC1CN(C(=O)Nc2ccccc2)c2ccccc2-[n+]2ccsc21 (configuration not stated)	-4	1.3	-3	20	-4	4	-13	-3	-20	-3
O=C(O)C1CCCN(C(=O)NCc2ccccc2)C1 (configuration not stated)	-18	0.5	3	0	-13	1	0	-3	0	-1
COc1ccc2c(c1)[nH]c1c(N3CCN(Cc4ccc5c(c4)OCO5)CC3)ncnc12	6	1.7	-20	-28	-5	-6	15	-4	28	x
COc1ccc(CNC(=O)C[C@H]2C[C@H](C(=O)N3CCOCC3)[C@@]3(C)c4[nH]c5cc(CCC(=O)N(C)C)ccc5c4CCN3C2=O)cc1OC	1	-0.2	12	1	-8	-2	-3	-1	-1	-1
O=C(c1ccc2c(c1)N(Cc1ccccc1)C(=O)c1ccccc1S2)N1CCCC1	16	-3.4	-39	-10	-6	7	-9	5	10	-1
O=C1NC(NS(=O)(=O)c2ccccc2)(C(F)(F)F)C(=O)N1Cc1ccccc1 (configuration not stated)	-14	-6.3	0	5	-21	0	2	2	-5	3
Cc1ccc(C)c(NC(=O)CSc2nc3c(oc4ccccc43)c(=O)n2-c2ccccc2)c1	6	0.4	-4	-4	-13	3	-12	-1	4	0
O=C(CCc1ccccc1Cl)NC1CCCN(c2ccc(C(F)(F)F)cn2)C1 (configuration not stated)	7	-3.2	-2	17	0	-3	-12	-1	-17	0
O=C(NC1CCN(Cc2ccccc2)CC1)C1CCN(S(=O)(=O)c2ccccc2)CC1	1	-0.6	-11	3	-5	2	-8	-4	-3	-1
CN1CCN(C(c2cccnc2)c2ccc3cccnc3c2O)CC1 (configuration not stated)	-1	1.3	x	26	-15	-3	-5	0	-26	x
Cc1ccc(C)c(S(=O)(=O)N2CCCOC2CNC(=O)C(=O)NC2CCCCC2)c1 (configuration not stated)	4	-1.0	31	x	-7	1	-6	-1	30	3
O=C(CN1C(=O)NC2(CCCCC2)C1=O)N(Cc1ccco1)Cc1cccs1	1	1.2	6	2	-9	-4	-9	-2	-2	2
O=c1cc(N2CCN(c3cccc(Cl)c3)CC2)[nH]c(=O)n1C1CCCCC1	-20	-0.3	0	24	-9	2	2	6	-24	x
COc1ccc2[nH]c3c(c2c1)CCN1C(=O)C(CC(=O)NCCN2CCOCC2)C[C@H](C(=O)N2CCCCC2)[C@@]31CCc1ccccc1 (some centres not stated)	-12	1.1	-2	30	-8	-2	-10	1	-30	-1
CCOc1ccc(CN(C)C(=O)c2ccc(=O)[nH]c2)cc1	2	-0.6	0	x	-2	-1	0	-3	x	-1
CCCCC(=O)Nc1ccc(Br)cc1C(=O)O	1	0.0	1	3	-17	3	-4	-2	-3	x
Cc1ccc(C(=O)N2CCN(c3ccccn3)CC2)cc1[N+](=O)[O-]	-2	0.1	-2	-11	-25	2	1	11	11	1
Cn1c(Sc2ccc(C(=O)O)cc2[N+](=O)[O-])nnc1-c1ccccc1	2	-6.1	2	-13	-21	-2	0	11	13	12
NNC(=O)COc1cccc2cccnc12	-1	0.4	-5	31	-3	4	-9	-4	-31	-9
CCOCCCNC(=S)Nc1ccc2nc3n(c(=O)c2c1)CCCCC3	3	0.0	1	24	0	2	-4	1	-24	-1
N#CC1=C2SC=C(c3ccc(Br)cc3)N2CCCC1=O	6	-2.3	58	-26	1	3	-4	-2	26	17
Cc1csc(=O)n1CCC(=O)OCC(=O)Nc1cc(Cl)ccc1[N+](=O)[O-]	30	-0.4	-9	8	7	-4	2	-4	-8	-1
COc1ccccc1CN(C)CC(=O)Nc1cccc(S(=O)(=O)N2CCCCC2)c1	3	-3.6	-9	-5	-12	-4	-13	0	5	-1
Cc1cc(NC(=O)C2CCCN2C(=O)Nc2c(C)cccc2C)ccc1-n1cnnn1 (configuration not stated)	-3	1.2	-1	5	-4	1	-2	1	-5	x

(more compounds)
SMILES	Rtt109 Vps75	CDK5 inh	MITF TRPM1 HTS	SR-BI uptake up	PvdQ inh	HTR5A ag	dFosB act	cardiac RTF act	SR-BI HDL uptake	Wnt bcat act
CCOC(=O)CSc1nnc(-c2cccs2)n1-c1ccccc1	x	-1.3	-2	21	-14	1	2	-5	-21	-7
CCCCC(CCC(=O)Nc1ccc(C(=O)OCC)cc1)C(=O)O (configuration not stated)	1	-1.2	15	11	9	-1	-3	-2	-11	-2
CCN(CC)c1ccc(NC(=O)c2cnc3ccccn3c2=O)c(C)c1	23	2.1	30	4	3	-3	-10	-3	-4	x
CC1CCC2C(=O)N(c3ccccc3OC(=O)c3ccccc3)C(=O)C2C1 (configuration not stated)	9	-2.2	1	2	-14	-2	-9	0	-2	-4
Cn1c(=O)n(Cc2ccccc2)c(=O)c2c1nc1n2CCS1	-1	0.3	x	13	-5	-2	-6	-5	-13	x
CCn1ncc(/C=N/NC(=O)c2cc(Cl)ccc2OC)c1C	-3	0.4	12	-9	2	-1	-3	-7	9	-1
O=C(OCc1cccc([N+](=O)[O-])c1)c1cnccn1	-12	0.3	-1	8	-1	6	-3	0	-8	-6
Fc1ccccc1-c1nc(-c2ccc(Cl)cc2)no1	-7	-1.4	46	17	12	-4	6	-1	-17	x
CCOc1ccc(NC(=O)Cn2nnc(C(=O)NCc3ccc4c(c3)OCO4)c2N)cc1	5	0.4	-11	1	3	13*	9	-3	-1	-5
